GDH-TPI inh: counter-screen for M. tuberculosis FBA inhibitors: GDH-TPI coupled enzymes; GDH-TPI coupled enzyme counterscreen, NADH absorbance; inhibition, % at 4.8 µM; 360,000 compounds, 1.2% hits; AID 588335; in the data active means inhibition above about 30%;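 further: 0% = DMSO wells and 100% = wells lacking the enzyme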
UGM FP inh: Mtb UDP-galactopyranose mutase inhibition. P9WIQ1. inhibition, % at 10 µM. AID 504406. purified UGM, fluorescence polarization probe displacement. 320,000 compounds, 0.06% hits; in the data active means inhibition above about 10%, passing the limit was not always enough
Target sequence (P9WIQ1 whole entry, looked up): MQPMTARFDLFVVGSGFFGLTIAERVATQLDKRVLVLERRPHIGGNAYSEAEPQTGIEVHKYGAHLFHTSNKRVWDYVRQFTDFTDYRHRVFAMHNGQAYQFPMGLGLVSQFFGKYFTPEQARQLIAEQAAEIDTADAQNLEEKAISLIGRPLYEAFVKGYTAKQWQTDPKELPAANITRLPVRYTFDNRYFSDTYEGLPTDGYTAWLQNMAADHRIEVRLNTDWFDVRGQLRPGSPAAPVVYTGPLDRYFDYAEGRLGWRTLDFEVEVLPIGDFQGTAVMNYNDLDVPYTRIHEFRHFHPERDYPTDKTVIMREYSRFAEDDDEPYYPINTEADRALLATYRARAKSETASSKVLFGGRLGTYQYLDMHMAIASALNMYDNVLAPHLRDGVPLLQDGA
Vc quorum ag: inducers of Vibrio cholerae quorum light production without autoinducers; 350,000 compounds, 0.16% hits; V. cholerae BH1578 lux reporter, luminescence, 6 h; AID 588436; activation, % at 18.7 µM; in the data active means activation mostly above about 9.7%, no sharp cut-off; further: not every result past the cut was called active; inactives centre near 0; reference of the scale not given here
FBA Mtb inh: inhibitors of M. tuberculosis fructose-bisphosphate aldolase. purified M. tuberculosis FBA, fluorescence read-out. P9WQA3. AID 588726. inhibition, % at 1 µM. 360,000 compounds, 2.3% hits; in the data active means inhibition above about 27%;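 further: 0% = vehicle and 100% = reference inhibitor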
Target sequence (P9WQA3 whole entry, looked up): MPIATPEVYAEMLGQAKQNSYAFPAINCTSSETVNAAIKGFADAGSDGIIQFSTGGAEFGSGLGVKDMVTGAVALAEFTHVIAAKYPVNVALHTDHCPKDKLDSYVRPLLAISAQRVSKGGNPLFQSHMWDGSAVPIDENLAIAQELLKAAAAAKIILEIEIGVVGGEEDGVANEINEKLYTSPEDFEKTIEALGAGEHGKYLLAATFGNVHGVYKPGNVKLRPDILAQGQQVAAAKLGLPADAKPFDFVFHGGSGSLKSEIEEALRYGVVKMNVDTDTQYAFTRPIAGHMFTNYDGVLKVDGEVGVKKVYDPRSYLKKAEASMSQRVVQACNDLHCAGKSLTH
BioA inh: inhibitors of Mycobacterium tuberculosis BioA enzyme; AID 602481; 360,000 compounds, 0.096% hits; purified M. tuberculosis BioA enzyme, plate reader; inhibition, % at 9.99 µM; in the data active means inhibition above about 40%
FadD28 FP inh: blocks FadD28 binding to the bisubstrate probe; fluorescence polarization; 360,000 compounds, 0.22% hits; AID 588549; inhibition, % at 12.5 µM; in the data active means inhibition above about 8.5%, passing the limit was not always enough
Y pestis TopoI: blocks Yersinia pestis topoisomerase I activity; Y. pestis Topo-I cleavage product accumulation, plate reader; activity, % at 10 µM; 360,000 compounds, 0.064% hits; in the data active means activity above about 50%, passing the limit was not always enough; further: inactives centre near 2
PfHsp40 rescue: restores yeast growth despite PfHsp40 toxicity | growth rescue, % at 12.5 µM | S. cerevisiae expressing PfHsp40, growth rescue, ATP luminescence | 340,000 compounds, 0.68% hits | AID 504582; in the data active means growth rescue above about 28%, passing the limit was not always enough;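 further: yeast W303a lacking pdr1 and pdr3 grown in galactose medium; growth measured after three days at 30 °C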
TcdB GH inh: inhibitors of Clostridioides difficile toxin B glycohydrolase. P18177. TcdB glycohydrolase enzymatic assay, plate reader. inhibition, % at 9.99 µM. 350,000 compounds, 0.24% hits; in the data active means inhibition above about 10%
* hit, by the source's call; i = inactive; / = no result given.

no.	structure	PfHsp40 rescue	UGM FP inh	FBA Mtb inh	Vc quorum ag	BioA inh	GDH-TPI inh	Y pestis TopoI	TcdB GH inh	FadD28 FP inh
1	CC1(C)Cc2c(sc3nc4n(-c5ccccc5)cnn4c(=O)c23)CO1	-1.9	-3.6	1	-0.4	-0.5	10	3	-0.7	-2.5
2	Cc1cc(Nc2ccccc2)n(CCC#N)n1	0.5	0.3	1	/	-0.3	-4	0	0.3	-2.6
3	COc1cc(CN2CCC(n3nccc3NC(=O)CCCc3ccccc3)CC2)ccc1O	-1.2	-0.7	0	-0.4	-0.3	-12	3	0.5	-1.3
4	O=C(CCSc1nc(-c2ccco2)cc(C(F)(F)F)n1)N1CCN(c2ccccc2)CC1	7.4	-2.2	-3	-0.7	-2.8	9	29	/	-4.3
5	O=C(/C=C/c1ccc([N+](=O)[O-])cc1)OCC(=O)N1CCCCCC1	0.3	2.9	-1	0.1	-1.0	24	-2	-0.7	0.1
6	COc1ccc(OCC(=O)N2CCN(C(=O)c3cccc(F)c3)CC2)cc1	0.1	6.1	1	0.5	-1.6	7	2	/	0.1
7	O=C(O)Cc1ccc(NCc2ccccc2Cl)cc1	0.1	0.7	1	-3.6	/	0	17	-1.9	0.7
8	CCOc1ccc(NC(=S)N(CCc2c(C)[nH]c3ccccc23)Cc2ccco2)cc1	-0.4	2.3	2	-0.2	-1.4	-8	-9	0.4	-1.5
9	Cc1cc(N2CCOCC2)nc(N)n1	-0.3	4.9	-1	1.6	/	-6	11	-0.6	-1.5
10	CCCCCCCOC(=O)C1=C(C)Nc2ncnn2C1c1cccs1 (stereo unspecified)	1.7	-2.7	-8	-1.4	/	-2	-7	/	-3.8
11	CC(C)CC(=O)Nc1ccc(C(=O)NNC(=O)C(c2ccccc2)c2ccccc2)cc1	0.1	0.3	-1	-1.9	-1.9	14	-5	/	-0.6
12	CC(C)Cc1cc(C(=O)O)n[nH]1	-0.2	4.3	0	4.2	-2.7	8	9	/	-0.3
13	CCN1CCC(NC(=O)Nc2ccc(F)cc2F)CC1	0.8	-3.3	2	i	/	5	-6	-0.7	-0.4
14	COc1cc(C(c2oc(CO)cc(=O)c2O)c2oc(CO)cc(=O)c2O)cc(OC)c1OC	22	2.5	-6	-0.3	/	0	1	-22	-4.4
15	CCOC(=O)Cc1csc(NC(=S)NC(=O)c2cc(OC)cc(OC)c2)n1	-0.2	0.4	0	-0.5	/	7	-8	-0.3	-1.5
16	COC(=O)c1ccc(Cn2cc(Cl)cn2)cc1	-0.3	0.6	4	i	-0.5	2	-2	/	-0.9
17	Cc1ccc(/C=C/C(=O)Nc2ccc(O)c3c(=O)cc(-c4ccccc4Cl)oc23)cc1	-0.8	2.6	-5	0.8	-6.5	0	6	6.2	-3.8
18	CC1=C(C(=O)Nc2cc(C)ccn2)C(c2cnn(C)c2)C2=C(CC(c3ccccc3)CC2=O)N1 (stereo unspecified)	-0.3	-3.9	21	-0.2	2.1	17	11	0.5	-3.9
19	O=C(CCCN1C(=O)c2cccc3cccc(c23)C1=O)Nc1nccs1	2.2	-2.3	4	i	-0.7	11	4	-0.1	-0.9
20	CC(C)C[C@H](NC(=O)c1[nH]cnc1C(=O)N[C@@H](C)c1ccccc1)C(=O)OCc1ccccc1	0.4	1.1	1	-1.2	0.9	3	45	/	-2.2
21	COc1cccc(NC(=O)C2(C)CCN2Cc2ccccc2Cl)c1 (stereo unspecified)	/	/	4	-3.3	-0.3	8	4	0.7	-1.9
22	Cc1cc(CO)nn1-c1ccc([N+](=O)[O-])cc1	-0.8	0.1	-3	-0.4	0.0	11	4	1.0	0.6
23	COc1ccc(C2(c3cccc(O)c3OC)CCN(C(C)=O)CC2)cc1O	-0.4	-2.5	0	i	-1.3	5	-4	0.8	-0.9
24	CCNC(=O)NC(=O)CSc1ccc(S(=O)(=O)N2CCOCC2)cn1	-0.6	-0.2	-1	2.0	-2.6	-2	2	3.0	-2.4
25	Cc1c(NC(=O)Nc2cccc(Cl)c2Cl)c(=O)n(-c2ccccc2)n1C	2.2	-2.2	-2	i	-0.3	9	7	-0.3	0.6
26	CC1=C(C(=O)NCCCOC(C)C)C2(CCC(C)CC2)OC1=O (stereo unspecified)	1.0	-1.3	3	-0.6	-0.2	-14	-13	0.0	-2.0
27	COC(=O)c1ccc(C(=O)OC)c(NC(=O)COC(=O)C2CCCCC2)c1	1.2	0.4	1	0.4	0.4	13	16	1.3	-3.0
28	Cc1ccc(C2=NC3(CCCC3)N=C2SCC(=O)Nc2ccc3c(c2)OCCO3)cc1	2.3	0.4	-1	-0.2	1.1	3	24	0.6	-2.9
29	Cc1cccc(NC(=S)N2CCC(c3nc4ccccc4o3)CC2)c1	1.7	-5.7	1	i	/	2	-12	0.4	-1.2
30	O=C(OCC(=O)N1CCc2ccccc21)c1ccccc1F	0.3	3.9	4	-0.1	-0.2	-1	6	-11	-2.9
31	O=C(Cn1cc([N+](=O)[O-])cn1)N1CCN(c2ccccc2)CC1	-0.6	-1.7	-1	0.8	0.4	19	-2	-0.1	-0.9
32	CCOC(=O)CSc1nnc(NC(=O)c2cccc(S(=O)(=O)N3CCCC3)c2)s1	1.5	-1.4	-2	i	-1.6	16	9	0.4	1.9
33	N/C(CC(=O)NC1CCCCC1)=N\OCC(=O)Nc1ccc(Cl)c(Cl)c1	1.6	2.1	0	-0.7	-0.7	0	-4	1.6	-1.7
34	O=C(COC(=O)COc1ccccc1F)NCCc1ccc(F)cc1	0.2	/	0	-0.3	1.3	0	0	1.1	-0.9
35	O=S1(=O)CC(N2CC=CC2)CN1Cc1ccc(F)cc1 (stereo unspecified)	/	/	1	/	-0.6	/	/	0.4	-0.9
36	C=CCn1c(SCC(=O)Nc2ccc(C(=O)OCC)cc2)nnc1-c1cccs1	-0.4	-4.4	-3	i	-0.8	-1	5	/	-1.1
37	CCOc1ccc(NS(=O)(=O)c2cc(C(=O)NCCCN3CCCC3=O)ccc2C)cc1	0.5	-0.2	2	i	5.0	1	3	0.3	-0.6
38	CN(Cc1ccccc1)C(=O)c1ccc(NC(=O)Cc2cccc(NC(=O)C3CCCN(C(=O)C4CCCCC4)C3)c2)cc1 (stereo unspecified)	1.7	6.8	2	i	-0.8	6	-2	-0.9	-4.4
39	COc1ccc(CCN2CC(C(=O)NCc3cn(C)nc3C)CCC2=O)cc1 (stereo unspecified)	/	/	-4	i	/	6	4	1.1	-0.1
40	CCOC(=O)C1=C(C)OC(N)=C(C#N)C1C1CCCCC1 (stereo unspecified)	-0.1	-4.1	-1	-0.3	0.2	-8	11	/	-5.3
41	CCN(c1ccccc1)S(=O)(=O)c1cc2c3c(c1)CCN3C(=O)CC2	0.9	0.6	1	-5.9	-1.5	12	3	-9.8	-0.8
42	COc1ccc(OC)c(C2=NOC(C(=O)NCc3ccccn3)C2)c1 (stereo unspecified)	2.1	-2.2	5	-0.3	1.7	17	1	/	-2.1
43	O=C(Oc1cccc(N2C(=O)CCC2=O)c1)C1CC(=O)N(c2ccc(F)cc2)C1 (stereo unspecified)	-0.8	-3.7	2	-1.9	1.7	-11	-10	-0.3	-0.8
44	O=C(NN(CC(O)COc1ccccc1)CC(O)COc1ccccc1)c1ccccc1 (stereo unspecified)	0.0	3.9	4	-0.7	0.5	-5	-8	-0.1	0.6
45	CCc1nc(OCCN(C)C)c2oc3ccccc3c2n1	1.0	-1.5	0	-0.5	-1.0	12	4	/	0.8
46	Cc1ccc2nc(Cn3cc(C(F)(F)F)cc(Cl)c3=O)cc(=O)n2c1	0.5	-2.7	5	-0.3	-1.2	13	-2	0.6	-1.9
47	COc1ccc(Cl)cc1C(=O)NCC#N	0.2	-0.7	-7	i	-0.3	-12	-8	/	-3.2
48	O=[N+]([O-])c1ccc(N2CCN(c3ccc(F)cc3)CC2)cc1	2.1	1.8	6	-8.3	-0.6	15	0	6.3	-1.5
49	O=C(CN1c2ccccc2Sc2ccccc21)NNC(=O)Nc1ccc(Cl)c(Cl)c1	1.8	0.5	-4	-0.4	-0.8	3	-12	-0.6	0.1
50	CCc1ccc(OCCSc2nc3ccccc3n2CC(=O)O)cc1	0.9	1.4	0	i	-1.3	-1	12	0.4	-1.7
51	CC(C)c1nc(SCC(=O)N2CCOCC2)c2c(=O)n(C)c(=O)n(C)c2n1	0.4	-2.1	-1	-1.6	4.4	-2	6	1.1	-0.5
52	CC(NC(=O)COc1ccc(N(C)S(=O)(=O)c2ccccc2)cc1)c1ccccc1 (stereo unspecified)	-0.3	0.0	0	-0.9	-0.3	-7	9	0.7	-4.0
53	O=C(NCc1ccncc1)C(=O)NCc1ccncc1	-1.5	-1.3	3	i	-2.2	2	8	1.7	-2.2
54	Cc1ccccc1CN1CCC(n2nccc2NC(=O)CCOc2ccccc2)CC1	-1.1	0.8	-1	-6.7	-0.8	1	9	2.2	-4.0
55	CCn1c(C)c(C)c2cc(C(=O)N3CCc4ccccc4C3)ccc21	0.2	-0.6	3	-2.5	-1.8	11	27	2.5	-1.7
56	CCOC(=O)N1CCC(NCCNC(=O)c2ccc(F)c(F)c2)CC1	-2.5	1.4	1	-3.6	-0.3	7	2	1.4	-3.4

In another format: entries from further up.
31	O=C(Cn1cc([N+](=O)[O-])cn1)N1CCN(c2ccccc2)CC1
32	CCOC(=O)CSc1nnc(NC(=O)c2cccc(S(=O)(=O)N3CCCC3)c2)s1
33	N/C(CC(=O)NC1CCCCC1)=N\OCC(=O)Nc1ccc(Cl)c(Cl)c1
34	O=C(COC(=O)COc1ccccc1F)NCCc1ccc(F)cc1
35	O=S1(=O)CC(N2CC=CC2)CN1Cc1ccc(F)cc1 (stereo unspecified)
36	C=CCn1c(SCC(=O)Nc2ccc(C(=O)OCC)cc2)nnc1-c1cccs1
37	CCOc1ccc(NS(=O)(=O)c2cc(C(=O)NCCCN3CCCC3=O)ccc2C)cc1
38	CN(Cc1ccccc1)C(=O)c1ccc(NC(=O)Cc2cccc(NC(=O)C3CCCN(C(=O)C4CCCCC4)C3)c2)cc1 (stereo unspecified)
Compound,31,32,33,34,35,36,37,38
PfHsp40 rescue,-0.6,1.5,1.6,0.2,/,-0.4,0.5,1.7
UGM FP inh,-1.7,-1.4,2.1,/,/,-4.4,-0.2,6.8
FBA Mtb inh,-1,-2,0,0,1,-3,2,2
Vc quorum ag,0.8,i,-0.7,-0.3,/,i,i,i
BioA inh,0.4,-1.6,-0.7,1.3,-0.6,-0.8,5.0,-0.8
GDH-TPI inh,19,16,0,0,/,-1,1,6
Y pestis TopoI,-2,9,-4,0,/,5,3,-2
TcdB GH inh,-0.1,0.4,1.6,1.1,0.4,/,0.3,-0.9
FadD28 FP inh,-0.9,1.9,-1.7,-0.9,-0.9,-1.1,-0.6,-4.4

39	COc1ccc(CCN2CC(C(=O)NCc3cn(C)nc3C)CCC2=O)cc1 (stereo unspecified)
40	CCOC(=O)C1=C(C)OC(N)=C(C#N)C1C1CCCCC1 (stereo unspecified)
41	CCN(c1ccccc1)S(=O)(=O)c1cc2c3c(c1)CCN3C(=O)CC2
42	COc1ccc(OC)c(C2=NOC(C(=O)NCc3ccccn3)C2)c1 (stereo unspecified)
43	O=C(Oc1cccc(N2C(=O)CCC2=O)c1)C1CC(=O)N(c2ccc(F)cc2)C1 (stereo unspecified)
Compound,39,40,41,42,43
PfHsp40 rescue,/,-0.1,0.9,2.1,-0.8
UGM FP inh,/,-4.1,0.6,-2.2,-3.7
FBA Mtb inh,-4,-1,1,5,2
Vc quorum ag,i,-0.3,-5.9,-0.3,-1.9
BioA inh,/,0.2,-1.5,1.7,1.7
GDH-TPI inh,6,-8,12,17,-11
Y pestis TopoI,4,11,3,1,-10
TcdB GH inh,1.1,/,-9.8,/,-0.3
FadD28 FP inh,-0.1,-5.3,-0.8,-2.1,-0.8

High-throughput results deposited in PubChem BioAssay by several laboratories.
